Cl transport mod: KCC2 (human) Cl- transport modulation; Q9H2X9; KCC2 cells, thallium flux FluoZin-2 fluorescence; B-score of Tl+ flux slope (higher = more flux/activation; lower = inhibition) at 10 µM; 190,000 tested, 2.2% active; AID 1456;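 active means thallium flux slope and its plate-corrected score both differing from the plate sample mean at a set confidence after two filtering rounds, in either direction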;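 further: slope of fluorescence scaled to starting intensity during 10 to 20 s after thallium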
Target sequence (Q9H2X9 whole entry, looked up): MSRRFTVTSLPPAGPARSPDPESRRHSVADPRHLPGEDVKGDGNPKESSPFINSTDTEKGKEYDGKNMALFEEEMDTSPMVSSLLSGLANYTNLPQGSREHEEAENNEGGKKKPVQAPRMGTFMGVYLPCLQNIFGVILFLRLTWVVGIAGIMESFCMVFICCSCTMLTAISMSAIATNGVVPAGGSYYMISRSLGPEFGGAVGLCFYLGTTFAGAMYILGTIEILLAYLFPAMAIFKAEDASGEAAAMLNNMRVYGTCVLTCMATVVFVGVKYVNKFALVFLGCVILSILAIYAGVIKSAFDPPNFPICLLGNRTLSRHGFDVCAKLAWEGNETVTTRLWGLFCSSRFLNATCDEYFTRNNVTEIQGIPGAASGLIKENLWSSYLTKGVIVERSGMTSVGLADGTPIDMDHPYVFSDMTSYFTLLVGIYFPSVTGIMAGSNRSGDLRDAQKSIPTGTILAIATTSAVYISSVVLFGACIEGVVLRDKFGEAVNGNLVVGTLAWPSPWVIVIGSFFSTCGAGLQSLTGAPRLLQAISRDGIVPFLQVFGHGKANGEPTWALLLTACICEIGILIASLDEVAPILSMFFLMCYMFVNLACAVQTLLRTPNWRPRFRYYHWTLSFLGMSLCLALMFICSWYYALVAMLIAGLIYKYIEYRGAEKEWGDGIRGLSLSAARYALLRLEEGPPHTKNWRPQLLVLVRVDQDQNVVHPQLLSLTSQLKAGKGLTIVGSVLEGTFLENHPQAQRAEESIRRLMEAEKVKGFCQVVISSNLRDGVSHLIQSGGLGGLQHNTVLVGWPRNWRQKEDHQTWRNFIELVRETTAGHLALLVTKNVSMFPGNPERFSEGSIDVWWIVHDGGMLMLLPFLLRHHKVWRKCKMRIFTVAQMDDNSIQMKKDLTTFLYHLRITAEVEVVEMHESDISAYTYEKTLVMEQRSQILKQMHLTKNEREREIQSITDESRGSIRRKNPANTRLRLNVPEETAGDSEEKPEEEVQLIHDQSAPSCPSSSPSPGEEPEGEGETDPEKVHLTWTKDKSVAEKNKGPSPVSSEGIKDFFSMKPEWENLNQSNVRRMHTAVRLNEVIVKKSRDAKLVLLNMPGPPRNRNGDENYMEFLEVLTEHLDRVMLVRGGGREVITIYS
FXIIa inh 1536: factor XIIa (human) inhibition; P00748; inhibition, % at 5 µM; purified FXIIa, Boc-QGR-AMC fluorogenic substrate, 2 h; AID 800; 220,000 tested, 0.3% active; in the data active means inhibition above about 40%;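 further: 0% = enzyme with no compound and 100% = blank without enzyme; many of its hits are not listed in these tables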
FXIa inh: inhibitors of human coagulation factor XIa. P03951. purified FXIa, Boc-Glu-Ala-Arg-AMC fluorogenic substrate. inhibition, % at 5 µM. 220,000 tested, 0.14% active. AID 798;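 active means inhibition of at least 40%; inactive means inhibition below 40%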;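 further: fluorescence of freed AMC excited at 355 nm; 0% = enzyme without compound and 100% = no enzyme blank; many of its hits are not listed in these tables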
PERK inh: human PERK inhibition, primary cell-based screen; 220,000 tested, 0.17% active; CHO PERK-DD fusion, SEAP luminescence translation reporter; inhibition, % at 5.6 µM;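 active means inhibition above the mean inhibition of all tested compounds plus 3 SD, set separately per screening campaign, cut at about 2.9% in these data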;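 further: PERK kinase domain activated by AP20187 dimerizer at 100 nM; 0% = DMSO with dimerizer and 100% = rapamycin at 8.4 µM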
Thrombin inh: inhibitors of human thrombin | P00734 | alpha-thrombin, Boc-VPR-AMC fluorogenic substrate cleavage | inhibition, % at 5 µM | 220,000 tested, 0.26% active | AID 1046;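 active means inhibition at or above 40%; inactive means inhibition below 40%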;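 further: 0% = enzyme with no compound and 100% = wells without enzyme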
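Test system: human alpha-thrombin; medium: pH 7.5 Tris-saline with Tween 20; times: reaction at room temperature; signal: AMC fluorescence at 355 nm excitation and 460 nm emission; also added: Boc-VPR-AMC substrate, 15 µM final; dosing: one concentration per compound, 5 µM, with 0.2% DMSO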
Furin inh: blocks human furin protease activity; inhibition, % at 30 µM; purified furin, fluorogenic substrate cleavage; 220,000 tested, 0.061% active; in the data active means inhibition above about 25%; further: inactives centre near -15
Rad51 HR inh: blocks human Rad51 in homologous recombination; Q06609; hRad51 DNA strand exchange, fluorescence dequenching; inhibition, % at 10 µM; 200,000 tested, 0.085% active; AID 1385;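 active means inhibition above 40% at the single screening dose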;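 further: 0% = DMSO control wells and 100% = blanks with heterologous ssDNA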
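material = hRad51 filaments on single-stranded DNA | timing = filaments 15 min 37 °C, then compound 30 min | signal = FRET fluorescence dequenching, excitation 485 nm, emission 520 nm | benchmarks = control wells and blank wells on each plate | evaluation = percent inhibition relative to plate controls and blanks | compound = 10 µM final, single point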
m-calpain inh: blocks pig calpain II enzyme activity; AID 1236; 220,000 tested, 0.37% active; inhibition, % at 16 µM; purified calpain II, fluorogenic peptide substrate, 30 min;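 active means inhibition above about 50%, limit read from the data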
KLK5 inh: blocks human kallikrein 5 protease activity | Q9Y337 | recombinant hK5, fluorogenic AMC substrate cleavage | inhibition, % at 5 µM | 210,000 tested, 0.59% active;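 active means inhibition of 40% or more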;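 further: 0% = enzyme controls without compound and 100% = no-enzyme blanks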
* hit, by the source's call; i = inactive; . = not tested or not shown; [ ] = another dose, or the depositor's remark. The list is partial. The share of hits here may be higher or lower than overall.

SMILES	Cl transport mod	FXIIa inh 1536	FXIa inh	PERK inh	Thrombin inh	Furin inh	Rad51 HR inh	m-calpain inh	KLK5 inh
COC(=O)COc1ccc(S(=O)(=O)Nc2ccc(NC(C)=O)cc2)cc1	0.078	13	2	-0.2	1	-15[20 µM]	-2	-2	-8
O=C(O)C(CCCCN1C(=O)c2ccccc2C1=O)N1C(=O)c2ccccc2C1=O (stereo unspecified)	-0.047	14	2	0.7	2	-14	-4	-16	-21
O=C(NCc1ccccc1)C1CCCN(S(=O)(=O)c2cccnc2)C1 (stereo unspecified)	0.13	7	2	-0.5	-7	-6[20 µM]	0	-25	3
CCN(C(=O)COc1cccnc1[N+](=O)[O-])C1CCS(=O)(=O)C1 (stereo unspecified)	.	11	-6	0.3	-4	-17	16	-9	-6
COc1nc(N/N=C/c2ccc(C)cc2)nc(N2CCCCC2)n1	0.46	8	6	0.6	-2	-23	.	0	-7
C=C(C)CNC(=S)Nc1nc2c(cc1C(=O)OCC)CCCC2	43*	2	-6	0.1	-13	-13	9	-18	-27
NC(=S)N/N=C1\CC(n2nnnc2-c2ccccc2)C2COC1O2 (stereo unspecified)	-2.3	16	0	1.3	6	-32	3	-10	2
O=C(CCNS(=O)(=O)c1cccc2nsnc12)NCc1ccc(F)cc1	0.19	6	1	0.3	2	-18	19	21	-11
CCOC(=O)C1=C(C)Nc2sc(C(=O)c3ccc(F)cc3)c(N)c2C1c1ccc(C(=O)OC)cc1 (stereo unspecified)	-2.5	22	12	0.4	20	-12	-6	-61	27
Cc1ccccc1OCC(O)CN1CCN(CCN2C(=O)c3cccc4cccc(c34)C2=O)CC1 (stereo unspecified)	0.039	3	9	-0.4	6	-20	14	14	-5
COc1ccc(C(=O)CN2CCN(c3ccc(F)cc3)CC2)cc1OC	-0.076	2	-6	1.2	-3	-10	.	-3	-9
O=C(Nc1ccsc1C(=O)N1CCCC1)c1ccccc1	-1.2	7	-8	0.2	-30	-22	-5	-10	-4
C=CCOc1c2ccc(C(=O)NCc3ccc(OC)cc3)cc2nn1C	.	10	2	-0.1	1	-17	5	-243	-8
Cc1cc(C)c(C(=O)COC(=O)c2cccnc2Cl)c(C)c1	-0.33	9	1	0.1	-7	-8	13	12	-2
COc1ccc(OC)c(CNc2nc3ccccc3n2CCN2CCCCC2)c1	0.7	-5	5	-1.6	-2	-29	-3	4	0
Cc1nc2c(=O)n(-c3ccc(F)cc3F)nc(C)c2s1	0.88	4	-9	-0.1	-1	-16	5	-11	4
Nc1cc(C(=O)O)ccc1N1CCCCCC1	0.43	18	11	1.8	0	-30[20 µM]	-1	-29	7
O=C(CSc1ccccc1C(=O)O)Nc1cccc(C(=O)O)c1	0.011	18	0	0.5	7	-21	-6	-6	-10
COc1ccc(Cl)cc1NC(=S)NCc1ccco1	-1.3	15	-1	1.0	3	-18[20 µM]	7	7	-3
Cc1ccc(S(=O)(=O)N2CCc3ccccc3C2CC(=O)O)cc1 (stereo unspecified)	-1.2	9	1	1.5	4	-5	-3	19	1
CC(C)c1nnc(NC(=O)CSc2nnc(-c3ccco3)o2)s1	.	5	0	0.0	0	-15	-164	11	1
O=c1c2[nH]c3ccc(Br)cc3c2ncn1CCCn1ccnc1	-0.43	12	3	0.4	7	-16	2	-19	-11
COc1ccccc1NC(=S)Nc1ccccn1	-0.37	8	6	1.2	2	-19	2	-14	-7
CCc1nnc(NC(=O)CSc2ncnc3scc(-c4ccc(C)cc4)c23)s1	2.1	19	4	0.7	3	-14[20 µM]	4	-3	2
Cc1ccc(F)cc1NCC(=O)Nc1ccc(Cl)cc1F	0.33	3	15	1.1	-2	-2	7	0	-6
COc1ccc(NC(=O)c2cc(S(=O)(=O)N(C)C)ccc2N2CCCC2)cc1Cl	-0.43	16	5	-0.5	-1	-14	4	-5	-10
NCCCC[C@H]1CNC(=O)C(=O)N1CC1CCCCC1	-0.53	1	1	.	-2	-10	7	9	0
NNC(=O)C(=O)/C=C1\NC2(CCCC2)Cc2ccccc21	-0.99	8	3	-0.5	-2	-3	.	4	0
CCC1Sc2ccccc2N(CC(=O)NCc2ccc3c(c2)OCO3)C1=O (stereo unspecified)	-1.8	14	2	-1.3	8	-11	.	-7	4
Cc1ccccc1OCC(=O)Nc1ccccc1N1CCCCC1	-1.4	23	10	-0.7	1	-13	-2	30	8
CCN(CC)CC(=O)Nc1ccc(C)cc1C(=O)c1ccccc1	-0.68	7	0	-0.1	-2	-30	14	26	3
COC(=O)c1[nH]c2ccccc2c1NC(=O)CN1CCCc2ccccc21	.	-1	5	-0.6	-8	-7	0	-35	0
NNC(=S)Nc1ccc(S(=O)(=O)N2CCCCC2)cc1	-1.6	4	0	-1.1	-4	-17	18	6	1
COc1ccc(OC)c(Nc2nc3ccccc3n3cnnc23)c1	0.92	14	4	-1.4	0	-26	9	-121	5
CCCC/C(C)=N/NC(=O)CN(c1ccc(Br)cc1)S(=O)(=O)c1ccccc1	-1.6	10	8	-0.1	-4	-20	.	2	-17
Cc1cccc(/C=N/NC(=O)NC2CCCCC2)c1	-0.6	1	9	-0.2	-12	-4	-7	23	-11
Cc1cccc(NC(=O)c2cc(NC(=O)c3ccccc3)ccc2N2CCCCC2)c1	.	3	-2	-0.7	-9	-15[20 µM]	-3	2	-15
O=C1CCN(C(=O)Nc2cccc(Cl)c2)N1	-0.3	12	13	0.9	2	-14	-33	-4	-21
O=c1[nH]cnc2ccsc12	.	12	9	-0.2	-2	-25	9	-21	-4
COc1cc2c3nnc(-c4ccc(F)cc4)c-3cn(Cc3cccc(F)c3)c2cc1OC	1.6	7	-2	0.6	-5	-25	i	5	-3
Cc1c(Br)c([N+](=O)[O-])nn1CC(=O)NCCc1c[nH]c2ccccc12	-2.9	1	-6	1.4	-7	-13	.	16	.
CCOC(=O)/C(C#N)=C/C=C1\C=Cc2ccccc2N1CC	-2.3	9	3	0.4	3	-24	-34	-2	1
CCOc1ccc(-c2nn(-c3ccccc3)cc2/C=C(\C#N)S(=O)(=O)c2ccccc2)cc1C	1.2	18	0	1.0	3	-15	8	i	-19
CC(C)On1c(SCC(=O)N(C)C)nc2ccccc2c1=O	-0.62	4	-3	1.3	-1	-25	25	-14	1
O=C(O)c1ccccc1C(=O)Nc1nccs1	.	7	0	1.7	-4	-14[20 µM]	-2	5	-18
Cc1cc(/C=C2/NC(=O)NC2=O)c(C)n1-c1ccc(C#N)cc1	-0.018	12	2	-0.8	-3	-24	12	-41	1
Cc1ccc(Cl)cc1N1CCN(Cc2nc3ccsc3c(=O)[nH]2)CC1	0.028	18	5	-1.1	1	-13[20 µM]	24	1	-21
Cc1ccc(-c2nn3c(C)nnc3s2)cc1NC(=O)c1ccc(OC(C)C)cc1	-0.11	5	-6	-0.7	-7	-22	-1	-35	3
Clc1ccc(CNc2ccc3nnc(-c4ccccc4)n3n2)cc1	0.083	7	0	0.7	0	-23	.	-18	-4
O=C(N/N=C/c1sc(N2CCCCC2)nc1-c1cccs1)C1CC1	-1.3	4	-7	0.4	-25	-13	-16	-30	-5
CCOc1ccccc1-n1c(SCC(=O)NC(C)(C)C)nnc1-c1ccoc1C	-0.44	2	-1	-1.1	0	-8	1	-12	-6
COCCNC(=S)NNc1cccc(C(=O)O)c1	0.6	15	15	0.6	9	-4	4	22	5
O=[N+]([O-])c1cccc(-c2nnn(C34CC5CC(CC(C5)C3)C4)n2)c1	-0.015	7	2	1.8	6	-24[20 µM]	-5	9	6
O=C(CC1NC(=S)NC1=O)c1ccc(Cl)cc1 (stereo unspecified)	0.66	8	2	0.7	0	2	.	-14	2
Cc1ccc(-c2nnn(C(C)C(=O)N3c4ccccc4CCc4ccccc43)n2)cc1 (stereo unspecified)	-2.3	19	14	-1.1	2	-28[20 µM]	0	-1	2
O=C(Nc1cnc2sccn2c1=O)c1ccccc1Cl	.	21	6	-0.1	6	-4	-1	-2	0
CN1CCN(CC(=O)NC23CC4CC(CC(C4)C2)C3)CC1	-0.024	12	-1	1.0	1	-24	-7	-9	3
Nc1cc(-c2ccc(Cl)cc2)nn1S(=O)(=O)c1cccc2nsnc12	.	15	6	0.9	5	-8	4	25	-7
O=C(Nc1ccc(S(=O)(=O)Nc2ncccn2)cc1)c1ccc(N2CCCC2=O)cc1	0.42	-2	-4	0.2	-7	-13	-20	-37	-7
Cc1cc(C)c(NC(=O)CSc2ccc(-c3cccnc3)nn2)c(C)c1	0.25	10	-3	0.0	-12	-28	8	-11	-4
Next structures:
SMILES	Cl transport mod	FXIIa inh 1536	FXIa inh	PERK inh	Thrombin inh	Furin inh	Rad51 HR inh	m-calpain inh	KLK5 inh
CCCC1CC(c2csc(N)n2)CCO1 (stereo unspecified)	.	12	2	1.9	2	-11	1	-6	-6
O=C(CCN1C(=O)c2ccncc2C1=O)Nc1ccc2c(c1)OCCO2	-0.057	10	2	1.1	-5	-23	4	-14	-20
Cc1ccc(-c2[nH]n3c(=O)c4c(nc3c2C)CCCC4)cc1	.	14	0	1.0	8	-15	-2	-56	-5
COc1ccc(-c2nn(CCC#N)cc2/C=N/O)cc1	0.72	10	-8	0.2	-18	-29	-6	-13	0
CNc1nc(-c2c[nH]c3ccccc23)cs1	0.12	-3	3	-0.3	-8	-14[20 µM]	-8	-15	-25
Cn1c(N2CCCCC2)nc2c1c(=O)[nH]c(=O)n2C	-0.15	-1	1	-0.3	3	-7	-2	-25	25
Cc1nn(-c2ccccc2)cc1C(c1c(N)[nH]c(=S)[nH]c1=O)c1c(N)[nH]c(=S)[nH]c1=O	0.23	5	-3	1.3	-7	-29	1	-43	-1
CCOC(=O)c1cnn(-c2nc(C)cc(C)n2)c1N	-0.44	5	-2	-0.1	-2	-4	6	-27	-20
COc1ccc(CN(C(=O)CCC(=O)N2CCCCC2)c2nccs2)cc1OC	-0.61	4	-3	-0.3	-5	-30	.	-11	-1
CC(C)CN(C)Cc1c(C(=O)N2CCc3ccccc3C2)nc2ccc(Cl)cn12	-0.22	8	1	0.2	-2	-22	0	45	.
Cc1c(N=NC2=C(O)CC(C)(C)CC2=O)cc2c(c1[N+](=O)[O-])C(C)(C)CC2(C)C	-0.43	18	5	1.2	4	-28	16	-5	5
COc1ccc(C(=O)CSc2nnc(CN3CCCC3)n2-c2ccc(F)cc2)c(OC)c1	-1	-10	-17	-1.0	-11	-5	-11	-3	-21
COc1ccc(OCCn2cnc(Cl)c2Cl)cc1	1.2	6	-1	-0.4	-4	-14	-13	3	1
CC(C)Nc1nc(N(c2ccccc2)c2ccccc2)nc(-n2ccnc2)n1	.	18	19	-0.3	8	-17	.	13	6
Cc1cccc(Nc2nnc(SCC(=O)NCc3cccs3)s2)c1C	-3.7	10	5	-0.9	-6	-17	3	13	-16

Compound profiles (already shown). Order of screens: Cl transport mod, FXIIa inh 1536, FXIa inh, PERK inh, Thrombin inh, Furin inh, Rad51 HR inh, m-calpain inh, KLK5 inh
CCOC(=O)c1cnn(-c2nc(C)cc(C)n2)c1N is listed as -0.44, 5, -2, -0.1, -2, -4, 6, -27, -20
CC(C)CN(C)Cc1c(C(=O)N2CCc3ccccc3C2)nc2ccc(Cl)cn12 is listed as -0.22, 8, 1, 0.2, -2, -22, 0, 45, .
O=C(CCN1C(=O)c2ccncc2C1=O)Nc1ccc2c(c1)OCCO2 is listed as -0.057, 10, 2, 1.1, -5, -23, 4, -14, -20
Cc1nn(-c2ccccc2)cc1C(c1c(N)[nH]c(=S)[nH]c1=O)c1c(N)[nH]c(=S)[nH]c1=O is listed as 0.23, 5, -3, 1.3, -7, -29, 1, -43, -1
COc1ccc(-c2nn(CCC#N)cc2/C=N/O)cc1 is listed as 0.72, 10, -8, 0.2, -18, -29, -6, -13, 0
